Sm TGR inh: S. mansoni TGR enzyme inhibition | 360,000 compounds, 3% hits | Potency, µM (titrated, usually from 114 µM), without a hit: at the top dose activity change, negative = inhibition, usual class: inhibitors | Q962Y6 | purified TGR, DTNB reduction, TNB absorbance 405 nm; further: potency means the concentration at half of the fitted maximal effect; nearly all actives have a fitted effect of over 60% in size
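Kinetic colorimetric format: TGR-catalysed, NADPH-driven DTNB reduction monitored via TNB absorbance. Enzyme dispensed at 20 nM; compound exposure 15 min at room temperature before reaction start.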
AmpC inh detg: AmpC beta-lactamase inhibition with detergent present; P00811; AmpC hydrolysis of nitrocefin, absorbance 480 nm, 0.01% Triton; Potency, µM (top dose mostly 114 µM), without a hit: at the highest dose activity change, negative = inhibition, hits mostly inhibitors; 370,000 compounds, 0.041% hits;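 further: potency means the concentration at half of the fitted maximal effect; 0% = no-compound wells and -100% = no-enzyme wells; nearly all actives have a fitted effect of over 25% in size; some results filed as inactive show a strong effect at the top dose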
Target sequence (P00811 whole entry, looked up): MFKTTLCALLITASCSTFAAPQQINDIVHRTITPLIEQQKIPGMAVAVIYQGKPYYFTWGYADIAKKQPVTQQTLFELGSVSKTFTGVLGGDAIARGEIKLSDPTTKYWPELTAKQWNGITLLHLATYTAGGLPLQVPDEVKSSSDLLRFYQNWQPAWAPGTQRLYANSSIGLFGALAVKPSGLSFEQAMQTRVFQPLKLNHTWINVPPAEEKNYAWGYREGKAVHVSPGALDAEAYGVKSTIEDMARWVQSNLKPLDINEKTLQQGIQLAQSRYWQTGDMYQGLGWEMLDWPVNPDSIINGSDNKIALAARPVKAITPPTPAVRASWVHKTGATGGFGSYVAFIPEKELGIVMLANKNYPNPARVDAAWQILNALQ
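20 mM phosphate pH 7.0 + 0.01% (detergent screen) or 0.0001% Triton X-100; 5.3 nM AmpC reagent; cpd preinc 15 min RT; nitrocefin (800 uM stock) to start; A480 q20 s × 4 min; Activity was normalised to no-enzyme and no-compound control wells.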
AMA1-RON2 inh: disrupts binding of P. falciparum AMA1 to RON2; AlphaScreen AMA1-biotinylated RON2 peptide binding; Potency, µM (series often up to 58.2 µM), for inactives: at the highest dose activity change, negative = inhibition, usual class: inhibitors; 360,000 compounds, 0.2% hits;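 further: potency means the concentration at half of the fitted maximal effect; 0% = vehicle wells and -100% = peptide control; nearly all actives have a fitted effect of over 45% in size; some results filed as inactive show a strong effect at the top dose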
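AMA1 (3D7) with his tag at 25 nM final met compounds first, then biotinylated RON2 peptide at 25 nM; detection used donor plus acceptor beads, 10 µg/mL apiece, read by AlphaScreen after 30 min at room temperature.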
HCMV inh: human cytomegalovirus inhibition. AID 1259415. 410,000 compounds, 4.5% hits. HFF cells, HCMV-luciferase reporter, 72 h; stronger effect = lower value. activity change, negative = inhibition, % at 57.5 µM; in the data active means activity change below about -60%; inconclusive means no clear call, values can overlap the other calls; inactive means above about -39%
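Two compound doses tested in HFFs infected with HCMV-luciferase, MOI 1 PFU/cell, 72 h at 37C. Lysate luminescence read with OneGlo; data normalized against buffer-only and 10uM Salinomycin inhibitor controls.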
Tb PYK inh: inhibitors of Trypanosoma brucei pyruvate kinase; Q57TT1; TbPYK enzyme, Kinase-Glo Plus ATP luminescence, 45 min; Potency, µM (series often up to 76.8 µM), for the others: at the top dose activity, negative = inhibition, actives largely listed as inhibitors; 410,000 compounds, 0.12% hits; AID 624173; further: potency means the concentration at half of the fitted maximal effect; nearly all actives have a fitted effect of over 50% in size
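T. brucei PYK with substrate was exposed to pin-transferred compounds across a concentration series, then started with 130 uM ADP (final). After 45 min at room temperature, Kinase-Glo Plus luminescence was read, normalized and curve-fitted.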
AmpC inh no detg: AmpC beta-lactamase inhibition without detergent; 330,000 compounds, 0.52% hits; AmpC nitrocefin hydrolysis, absorbance 480 nm, 0.0001% Triton; P00811; Potency, µM (doses to about 57.1 µM), without a hit: top-dose activity change, negative = inhibition, usual class: inhibitors;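 further: potency means the concentration at half of the fitted maximal effect; plate controls were no compound for no effect and no enzyme for full effect; nearly all actives have a fitted effect of over 20% in size; some results filed as inactive show a strong effect at the top dose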
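AmpC (5.3 nM in the dispensed reagent) in 20 mM phosphate pH 7.0 with 0.01% (detergent screen) or 0.0001% Triton X-100 was preincubated with compounds for 15 min at room temperature. Nitrocefin was then added from an 800 uM solution, and hydrolysis was followed at 480 nm.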
LmPK inh: blocks Leishmania mexicana pyruvate kinase activity; Q27686; purified LmPK, Kinase-Glo ATP luminescence, 1 h; Potency, µM (series often up to 57.5 µM), for inactives: at the highest dose activity change, negative = inhibition, usual class: inhibitors; 290,000 compounds, 0.37% hits; further: potency means the concentration at half of the fitted maximal effect
Target sequence (Q27686 whole entry, looked up): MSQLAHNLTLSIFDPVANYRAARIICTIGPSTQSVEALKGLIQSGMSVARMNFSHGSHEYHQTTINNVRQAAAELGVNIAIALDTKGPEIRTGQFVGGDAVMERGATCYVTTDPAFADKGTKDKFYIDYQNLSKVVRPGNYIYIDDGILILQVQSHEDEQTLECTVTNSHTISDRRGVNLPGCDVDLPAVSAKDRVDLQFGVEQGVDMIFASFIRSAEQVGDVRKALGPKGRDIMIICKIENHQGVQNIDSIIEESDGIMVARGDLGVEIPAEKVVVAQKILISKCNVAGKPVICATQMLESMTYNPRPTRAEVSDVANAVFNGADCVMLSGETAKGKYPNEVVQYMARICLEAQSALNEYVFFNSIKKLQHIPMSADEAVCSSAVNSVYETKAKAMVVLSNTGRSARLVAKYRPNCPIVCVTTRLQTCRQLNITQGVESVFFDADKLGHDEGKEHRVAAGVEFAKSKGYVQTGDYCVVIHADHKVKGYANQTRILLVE
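0.1 nM LmPK, 0.5 mM PEP, 0.1 mM ADP; 50 mM imidazole pH 7.2, 7 mM MgCl2, 50 mM KCl; 1 h RT. Kinase-Glo luminescence readout, normalized to no-enzyme (full inhibition) and uninhibited wells.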
* = called active by the depositor; [ ] = another dose, or the depositor's remark. Unless noted, the call rests on the fitted dose curve; in most records, active means well fitted curve in the direction sought with a large enough effect; inconclusive means small, poorly fitted or top-dose-only effect, or another doubt; inactive means no such curve, though single readings can be large; an effect the other way counts as inactive or inconclusive. Unless noted, on the % scale 0 is the no-effect control and ±100 the full control effect.

What do the screens show for `CCCOc1ccc(/C=C2/C(=O)ON=C2C)cc1Cl`?
Sm TGR inh: inconclusive; AmpC inh detg: -14%; AMA1-RON2 inh: -24%; HCMV inh: 15; Tb PYK inh: inconclusive; AmpC inh no detg: -4%; LmPK inh: -1%

What do the screens show for `CCOc1ccc(C(=O)Nc2ccccc2OCc2cc(=O)n3ccccc3n2)cc1`?
Sm TGR inh: -6%; AmpC inh detg: -4%; HCMV inh: 20; Tb PYK inh: 6%

What do the screens show for `COc1ccc(N(C(=O)COc2ccccc2)C2C=CS(=O)(=O)C2)c(OC)c1` (stereo not given)?
Sm TGR inh: 6%; AmpC inh detg: 2%; AMA1-RON2 inh: -4%; HCMV inh: inconclusive; Tb PYK inh: -5%; AmpC inh no detg: 15%; LmPK inh: 1%

Results for CCOCCCNC(=O)CCCC1=NS(=O)(=O)c2ccccc2N1 ?
Sm TGR inh: 12%; AmpC inh detg: -6%; AMA1-RON2 inh: 12%; HCMV inh: -20; Tb PYK inh: 3%; AmpC inh no detg: -8%; LmPK inh: 4%

What do the screens show for `O=[N+]([O-])c1nccn1CCCCCCN1CCOCC1`?
AMA1-RON2 inh: 10%; HCMV inh: -8; Tb PYK inh: 5%

How did N#CCCN(C1CCCCC1)S(=O)(=O)CCOc1ccccc1 do in these assays?
Sm TGR inh: -21%; AmpC inh detg: -18%; AMA1-RON2 inh: 12%; HCMV inh: 12; Tb PYK inh: 2%; AmpC inh no detg: -4%; LmPK inh: 4%

What do the screens show for `COc1ccc(NC(=O)C2CCCN(S(=O)(=O)c3cccc4cccnc34)C2)cc1OC` (stereo not given)?
Sm TGR inh: 13%; AmpC inh detg: -2%; AMA1-RON2 inh: -9%; HCMV inh: -4; Tb PYK inh: -1%; AmpC inh no detg: inconclusive; LmPK inh: -3%

Results for CC(=O)Nc1ccc(C(=O)N/N=C/c2cc(Br)cc(Br)c2O)cc1 ?
Sm TGR inh: -19%; AmpC inh detg: -10%; AMA1-RON2 inh: -10%; HCMV inh: -8; Tb PYK inh: -8%; AmpC inh no detg: -19%; LmPK inh: -1%

Results for O=[N+]([O-])c1ccc(NC(=S)N2CCN(c3ccccc3)CC2)cc1 ?
Sm TGR inh: -8%; AmpC inh detg: inconclusive; AMA1-RON2 inh: -5%; HCMV inh: -23; Tb PYK inh: -11%; AmpC inh no detg: -13%; LmPK inh: 3%

Results for CN1[C@@H]2CCC[C@H]1CC(=O)C2 ?
AMA1-RON2 inh: -2%; HCMV inh: 16; Tb PYK inh: -7%

Results for CCOc1ccccc1NC(=O)Cn1ccn(Cc2ccc(C)cc2)c(=O)c1=O ?
Sm TGR inh: -8%; AmpC inh detg: 20%; HCMV inh: -6; Tb PYK inh: -2%

Results for CCc1cccc(C)c1NC(=S)N(CCOC)C(C)c1ccco1 (stereo not given) ?
Sm TGR inh: 10%; AmpC inh detg: 9%; AMA1-RON2 inh: 0%; HCMV inh: -66*; Tb PYK inh: 3%; AmpC inh no detg: 0%; LmPK inh: 5%

How did CCOC(=O)C1(C)CCCN(C(=O)c2cccc(C(F)(F)F)c2)C1 (stereo not given) do in these assays?
AMA1-RON2 inh: -7%; HCMV inh: -34; Tb PYK inh: 7%

How did O=C(CN(CCc1ccccc1)S(=O)(=O)c1ccc(Br)cc1)N/N=C/c1ccc2c(c1)OCO2 do in these assays?
Sm TGR inh: -2%; AmpC inh detg: -7%; AMA1-RON2 inh: 4%; HCMV inh: -35; Tb PYK inh: -4%; AmpC inh no detg: -31%; LmPK inh: 0%

How did Cc1ccc(NC(=S)Nc2ccc3cn[nH]c3c2)cc1C do in these assays?
Sm TGR inh: -9%; AmpC inh detg: -13%; AMA1-RON2 inh: -2%; HCMV inh: -33; Tb PYK inh: -7%; AmpC inh no detg: -18%; LmPK inh: 4%

What do the screens show for `CCCCn1c(N)c(N(CCOC)C(=O)c2ccc(S(=O)(=O)N3CCCCC3)cc2)c(=O)[nH]c1=O`?
Sm TGR inh: 5%; AmpC inh detg: -19%; AMA1-RON2 inh: -4%; HCMV inh: -26; Tb PYK inh: -2%; AmpC inh no detg: -4%

Results for O=C(Nc1c2c(nn1-c1ccccc1)CS(=O)C2)c1ccc(Br)o1 (stereo not given) ?
Sm TGR inh: -20%; AmpC inh detg: 2%; AMA1-RON2 inh: 16%; HCMV inh: 33; Tb PYK inh: -11%; AmpC inh no detg: -9%; LmPK inh: -19%

Results for COc1ccc(C(=O)c2c(-c3ccsc3)oc3ccc(-c4ccc(OC)cc4)cc23)cc1 ?
AMA1-RON2 inh: -5%; HCMV inh: -32; Tb PYK inh: 7%

How did CCOc1ccc(C2c3cc(OC)c(OC)cc3CC(=O)N2c2ccc(OC)cc2)cc1 (stereo not given) do in these assays?
Sm TGR inh: 11%; AmpC inh detg: -1%; AMA1-RON2 inh: -8%; HCMV inh: 14; Tb PYK inh: 2%; AmpC inh no detg: 164%[activator]; LmPK inh: 6%

What do the screens show for `Cc1ccccc1OCC(=O)Nc1cccc(C(=O)OCc2cc(=O)n3c(C)csc3n2)c1`?
Sm TGR inh: 5%; AmpC inh detg: -9%; HCMV inh: -89*; Tb PYK inh: -7%

What do the screens show for `O=C(Cn1ncc2c([nH]c3ccccc32)c1=O)NCC1CCN(Cc2ccccc2F)CC1`?
Sm TGR inh: -9%; AmpC inh detg: -1%; AMA1-RON2 inh: -6%; HCMV inh: 6; Tb PYK inh: 1%; AmpC inh no detg: -8%; LmPK inh: -3%

How did COc1ccc(C(=O)N2CCn3c2nc2ccccc23)cc1 do in these assays?
Sm TGR inh: 7%[57.1 µM]; AmpC inh detg: -10%; AMA1-RON2 inh: -4%; HCMV inh: -23; Tb PYK inh: -6%; AmpC inh no detg: -11%; LmPK inh: -16%

What do the screens show for `CC(C)c1nc2cc3ccccc3cc2[nH]1`?
Sm TGR inh: 0%; AmpC inh detg: inconclusive; AMA1-RON2 inh: 0%; HCMV inh: -2; Tb PYK inh: 3%; AmpC inh no detg: -23%; LmPK inh: -3%

What do the screens show for `COc1ccc(C2(C)NC(=O)N(CC(=O)NC(C)c3ccc(CC(C)C)cc3)C2=O)cc1` (stereo not given)?
Sm TGR inh: -4%; AmpC inh detg: -17%; AMA1-RON2 inh: -8%; HCMV inh: -20; Tb PYK inh: -10%; AmpC inh no detg: 75%[activator]; LmPK inh: -2%

How did Cc1nc(NC(=O)CCc2ccccc2)sc1C do in these assays?
Sm TGR inh: -16%; AmpC inh detg: -8%; AMA1-RON2 inh: -2%; HCMV inh: 111; Tb PYK inh: 4%; AmpC inh no detg: -15%; LmPK inh: -1%

How did CCCCOc1ccc(C(=O)Nc2ccc(C)cc2[N+](=O)[O-])cc1 do in these assays?
Sm TGR inh: -9%; AmpC inh detg: -15%; AMA1-RON2 inh: -13%; HCMV inh: 6; Tb PYK inh: -3%; AmpC inh no detg: -22%; LmPK inh: -1%

Results for COc1ccc(-c2ccccc2)cc1NC(=O)c1cccs1 ?
Sm TGR inh: 1%; AmpC inh detg: inconclusive; AMA1-RON2 inh: -5%; HCMV inh: -2; Tb PYK inh: 11%; AmpC inh no detg: -31%; LmPK inh: -2%

Results for CCCCn1c(N)c(N(CC(C)C)C(=O)c2cnc(C)cn2)c(=O)[nH]c1=O ?
Sm TGR inh: 0%; AmpC inh detg: -18%; AMA1-RON2 inh: 4%; HCMV inh: 3; Tb PYK inh: 1%; AmpC inh no detg: -6%

What do the screens show for `COc1cc(/C=C2\SC(=S)N(CCC(=O)N3CCN(C)CC3)C2=O)cc(OC)c1OC`?
Sm TGR inh: 0%; AmpC inh detg: -2%; AMA1-RON2 inh: -6%; HCMV inh: 3; Tb PYK inh: 6%; AmpC inh no detg: 94%[activator]; LmPK inh: 7%

What do the screens show for `Cc1ccc(NC(=O)CSc2ccc3nnc(CCNS(=O)(=O)c4ccccc4)n3n2)cc1Cl`?
Sm TGR inh: -2%; AmpC inh detg: -7%; HCMV inh: -32; Tb PYK inh: -4%

Results for N#CC(C(=O)Nc1ccccc1)=C1Nc2ccccc2N1 ?
Sm TGR inh: -21%; AmpC inh detg: -1%; AMA1-RON2 inh: 93%[activator]; HCMV inh: 135; Tb PYK inh: -2%; AmpC inh no detg: -19%; LmPK inh: 4%

How did COC(=O)CSc1nc2ccccc2n1CC(=O)N(C(C)C)C(C)C do in these assays?
Sm TGR inh: -2%; AmpC inh detg: -18%; AMA1-RON2 inh: 3%; HCMV inh: 45; Tb PYK inh: 0%; AmpC inh no detg: -11%; LmPK inh: -3%

How did C=CCn1c(SCC(=O)Nc2ccc3c(c2)CCC3)nc2ccccc2c1=O do in these assays?
Sm TGR inh: -8%; AmpC inh detg: -13%; AMA1-RON2 inh: -7%; HCMV inh: -4; Tb PYK inh: -7%; AmpC inh no detg: inconclusive; LmPK inh: -5%

What do the screens show for `CCC(Sc1nc2ccccc2c2nc3ccccc3n12)C(=O)NCc1ccco1` (stereo not given)?
Sm TGR inh: 0%; AmpC inh detg: inconclusive; AmpC inh no detg: -12%; LmPK inh: 1%

How did O=C(c1ccc(Cn2c(=O)[nH]c3ccsc3c2=O)cc1)N1CCN(c2ccccc2)CC1 do in these assays?
Sm TGR inh: -3%; AmpC inh detg: 3%; AMA1-RON2 inh: -11%; HCMV inh: -15; Tb PYK inh: 3%; AmpC inh no detg: -2%; LmPK inh: 2%

What do the screens show for `O=[N+]([O-])c1cccc2c3c([nH]c12)CCCC3`?
Sm TGR inh: 6%; AmpC inh detg: -1%; AMA1-RON2 inh: inconclusive; HCMV inh: 44; Tb PYK inh: 0%; AmpC inh no detg: -27%; LmPK inh: -3%

Three records picked at random from the list so far, as already listed:
How did COC(=O)CSc1nc2ccccc2n1CC(=O)N(C(C)C)C(C)C do in these assays?
Sm TGR inh: -2%; AmpC inh detg: -18%; AMA1-RON2 inh: 3%; HCMV inh: 45; Tb PYK inh: 0%; AmpC inh no detg: -11%; LmPK inh: -3%

How did C=CCn1c(SCC(=O)Nc2ccc3c(c2)CCC3)nc2ccccc2c1=O do in these assays?
Sm TGR inh: -8%; AmpC inh detg: -13%; AMA1-RON2 inh: -7%; HCMV inh: -4; Tb PYK inh: -7%; AmpC inh no detg: inconclusive; LmPK inh: -5%

Results for N#CC(C(=O)Nc1ccccc1)=C1Nc2ccccc2N1 ?
Sm TGR inh: -21%; AmpC inh detg: -1%; AMA1-RON2 inh: 93%[activator]; HCMV inh: 135; Tb PYK inh: -2%; AmpC inh no detg: -19%; LmPK inh: 4%
